MC4R antag cAMP = antagonists of human melanocortin 4 receptor (MC4R). actives 0.48% (n = 360,000). P32245. inhibition, % at 6.5 µM. MC4R-expressing cells, MTII-stimulated cAMP, LANCE TR-FRET;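 active means inhibition above its plate's cutoff, the mean of tested wells on that plate plus 3 SD, cut at about 29% in these data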;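 further: 0% = Melanotan II alone and 100% = Melanotan II plus saturating MCL0020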
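Material: human MC4R-expressing U2OS cells. Probe or stimulus: Melanotan II challenge. Dosing: 6.5 µM single dose. Times: 30-min compound, 1-h challenge, 1-h detection, room temperature. Technique: TR-FRET with Eu-cAMP and labeled anti-cAMP, 671 nm. Replication: singlicate.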
MC4R barr agon = activates human MC4R beta-arrestin recruitment; P32245; U2OS MC4R beta-arrestin complementation, luminescence; percent of melanotan II response, DMSO zero; activation, % at 8.9 µM; actives 0.98% (n = 360,000); AID 540308;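 active means activation above a per-plate cutoff, the mean activation of sample wells on that plate plus 3 SD, cut at about 8% in these data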
Granule exo inh = lytic granule exocytosis inhibition; TALL-104 LAMP-1 surface exposure, flow cytometry; cells stimulated with thapsigargin and PMA; inhibition, % at 10 µM; actives 0.66% (n = 360,000); AID 651702;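 active means inhibition above about 55%, limit read from the data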
m5-HT2A agonist = agonists of mouse serotonin 5-HT2A receptor (HTR2A); P35363; AID 624169; activation, % at 7.6 µM; actives 0.66% (n = 360,000); CHO-K1 mHTR2A beta-arrestin complementation, luminescence; percent of 30 µM serotonin response;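 active means activation above a run cutoff, the mean activation of all tested compounds plus 3 SD, cut at about 14% in these data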;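 further: 0% = plate median of compound wells and 100% = 30 µM serotonin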
H9c2 protect = modulators protecting cardiomyocytes from myocardial damage; H9c2 cardiomyocytes, H2O2 injury protection, ATPLite, 2 h; protection from H2O2 cell death, % at 20 µM; actives 0.63% (n = 360,000);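 active means compounds giving at least 50% protection of heart cells from peroxide-induced death in the single-dose screen, raw or plate-pattern-corrected value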;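 further: 0% = DMSO wells with peroxide and 100% = DMSO wells without peroxide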
ABHD5 PLIN5 PPI = blocks binding of human ABHD5 to perilipin-5; actives 0.78% (n = 360,000); inhibition, % at 4 µM; Split G. princeps luciferase complementation, luminescence, 4 h; AID 602281;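 active means inhibition above the mean inhibition across every tested compound plus 3 SD, cut at about 22% in these data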;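 further: 0% = DMSO only wells and the 100% control is not disclosed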
Glyco luc inh = N-linked glycosylation inhibition; D54 ERlucT glycosylation luciferase reporter, 24 h; percent of 100 nM tunicamycin response; actives 0.23% (n = 360,000); reporter increase, % at 12.5 µM;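 active means mean luciferase reporter signal, scaled so untreated is 0 and the glycosylation-blocking control 100, at or above a set limit in every replicate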;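 further: luciferase carries N-glycosylation sites so blocking glycosylation raises the light; 0% = median of neutral control wells and 100% = median of 100 nM tunicamycin wells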
aDG glyco act = alpha-DG glycosylation activation; Pro5-aDG cells, alpha-DG glycosylation AlphaScreen (IIH6); 0% Pro5, 100% B10-LARGE cell signal; activation, % at 10 µM; actives 0.22% (n = 360,000);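 active means activation of at least 8% versus controls, or a plate z-score of at least 8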;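 further: Pro5 are CHO cells carrying HIG-tagged alpha-DG that lacks glycosylation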
ABCB6 inh 2 = human ABCB6 transporter inhibition; K562-ABCB6 porphyrin accumulation, flow cytometry, 1 h; stronger effect = lower value; Q9NP58; actives 0.19% (n = 360,000); fluorescence ratio to DMSO, % at 10 µM;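 active means fluorescence ratio to DMSO below 75%, the collection mean minus 3 SD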;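 further: signal is porphyrin accumulated inside mitochondria; 100% equals median channel fluorescence of DMSO control wells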
Target sequence (Q9NP58 whole entry, looked up): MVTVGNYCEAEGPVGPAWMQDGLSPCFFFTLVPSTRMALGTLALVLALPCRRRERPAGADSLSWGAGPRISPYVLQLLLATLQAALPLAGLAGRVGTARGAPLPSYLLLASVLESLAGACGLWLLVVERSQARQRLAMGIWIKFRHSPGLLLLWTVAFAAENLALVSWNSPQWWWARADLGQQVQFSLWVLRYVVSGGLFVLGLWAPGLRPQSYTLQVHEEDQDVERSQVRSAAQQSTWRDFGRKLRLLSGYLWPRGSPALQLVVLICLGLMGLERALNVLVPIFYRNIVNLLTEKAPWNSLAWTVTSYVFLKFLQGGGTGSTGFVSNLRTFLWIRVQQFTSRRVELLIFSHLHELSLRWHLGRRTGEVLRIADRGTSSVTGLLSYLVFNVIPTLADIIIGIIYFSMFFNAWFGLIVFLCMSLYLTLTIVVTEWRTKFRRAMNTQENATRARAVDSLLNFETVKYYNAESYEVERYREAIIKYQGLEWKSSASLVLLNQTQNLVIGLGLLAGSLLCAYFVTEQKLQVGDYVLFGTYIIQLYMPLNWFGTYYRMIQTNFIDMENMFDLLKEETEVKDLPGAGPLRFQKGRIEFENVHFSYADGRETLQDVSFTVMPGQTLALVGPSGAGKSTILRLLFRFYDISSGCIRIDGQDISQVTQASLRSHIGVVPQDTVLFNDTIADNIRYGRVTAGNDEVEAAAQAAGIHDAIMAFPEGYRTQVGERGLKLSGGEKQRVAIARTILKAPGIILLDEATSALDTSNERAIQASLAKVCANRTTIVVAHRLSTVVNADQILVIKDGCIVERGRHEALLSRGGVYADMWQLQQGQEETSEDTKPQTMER
iPSC survival up = increases survival of single human iPS cells. survival enhancement, % at 20 µM. actives 0.044% (n = 360,000). hiPSC single-cell survival, ATPlite luminescence; 100% = ROCK inhibitor wells, 0% = DMSO; in the data active means survival enhancement above about 18%;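 further: cells exposed to compounds for 16 hours before the ATP read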
* hit, by the source's call; . = not tested or not shown.

SMILES	MC4R antag cAMP	MC4R barr agon	Granule exo inh	m5-HT2A agonist	H9c2 protect	ABHD5 PLIN5 PPI	Glyco luc inh	aDG glyco act	ABCB6 inh 2	iPSC survival up
O=C(/C=C1\SC(=O)NC1=O)Nc1ccc(F)cc1	8	-2.1	2	4	2	2	5	0.0	97	0.2
O=C(Cn1c(-c2ccc(Cl)cc2)noc1=O)N1CCN(c2ccccc2F)CC1	-1	0.9	1	-1	2	1	0	0.7	100	-1.6
O=C(CCCN1C(=O)/C(=C/c2cccc(Br)c2)SC1=S)Nc1cccnc1	-2	-1.3	-3	1	-5	-1	0	-0.2	99	-0.4
Cc1c(C(=O)NC2CC2)oc2ccccc12	-4	-0.7	2	0	3	0	-1	0.0	97	0.0
CSc1cccc(NC(=S)N(CCC(C)C)C2CCN(C(C)C)CC2)c1	2	-1.8	-11	0	1	-5	2	-0.2	99	0.0
O=C(NCc1ccccc1)C1c2ccccc2OCC(=O)N1Cc1ccc2c(c1)OCO2 (stereo not drawn)	.	.	-1	0	.	-1	.	-0.2	100	-0.7
CC1(C(=O)Nc2cccc(C#N)c2)CCN1C(=O)C/C=C/c1ccccc1 (stereo not drawn)	-5	-0.9	13	-3	-4	0	1	-0.1	98	1.2
COc1ccc(S(=O)(=O)N2CCC(C(=O)NCCC(=O)Nc3nccs3)CC2)cc1	10	-1.7	-4	2	-5	5	3	0.0	95	-0.6
CN(Cc1ccccc1)C(=O)N[C@@H](Cc1ccccc1)C(=O)O	8	-0.7	-4	-1	-1	1	2	-0.1	100	-0.5
CCOC(=O)c1cccc(NC(=O)CS(=O)(=O)Cc2nc(-c3cccc(OC)c3)oc2C)c1	6	1.0	0	7	8	2	0	0.2	94	-3.4
CCCOc1cccc(C(=O)NCCNC(=O)c2ccco2)c1	-7	1.4	-16	6	7	2	0	0.0	99	0.0
Nc1nc(NCCCN2CCOCC2)nc(Nc2cccc(Cl)c2)c1[N+](=O)[O-]	3	4.2	6	2	15	3	10	-0.1	100	0.1
CCCc1nnc(NC(=O)NCCN2C(=O)C3C4C=CC(C4)C3C2=O)s1 (stereo not drawn)	-3	-0.1	-1	1	-6	-12	0	-0.2	97	-0.6
O=C(NC1CCCCC1)C(c1cccs1)N(Cc1cccs1)C(=O)c1cccs1 (stereo not drawn)	13	0.4	-1	-2	-1	-4	-6	0.4	98	1.4
CCOC(=O)C[n+]1c(C)ccc2c1CCC2	5	1.4	-1	-1	2	-9	4	-0.1	98	-0.6
CCCCc1ccc(NC(=S)NCc2ccccc2OC)cc1	3	-1.2	1	5	0	-1	1	-0.2	97	2.4
Cc1ccc(NC(=O)CS(=O)Cc2nc(-c3ccc(C)cc3)oc2C)cc1 (stereo not drawn)	7	2.3	2	-3	-14	3	3	-0.2	95	2.5
CCn1nc(NC(=O)c2ccccc2)c2cc3cccc(C)c3nc21	4	0.3	4	2	-2	-4	-6	0.9	97	0.8
Cc1cccc(C)c1NC(=O)CCc1nnc2ccc(N3CCCC3)nn12	12	-2.9	-1	5	2	-6	2	0.3	103	-0.3
Cn1c(/C=C/c2ccccc2[N+](=O)[O-])nc2ccccc2c1=O	-2	-0.5	1	1	17	3	-1	0.4	94	-0.5
O=c1[nH]c(Sc2ccc([N+](=O)[O-])cc2[N+](=O)[O-])nc2ccccc12	6	-2.6	90*	-2	-17	41*	10	0.0	94	-0.4
COc1ccccc1OCCC(=O)Nc1cccc(S(=O)(=O)N2CCOCC2)c1	5	-1.4	2	7	-8	8	-1	0.1	89	0.2
CC(C)c1ccc(CCNC(=O)c2ccc([N+](=O)[O-])cc2)cc1	11	5.8	0	1	-5	-2	-3	0.9	101	1.6
O=C(O)CCn1cc(/C=C/C(=O)c2ccc(Cl)cc2)c(-c2cccc(Br)c2)n1	33*	-0.4	7	-1	1	23*	8	0.2	100	-0.4
COc1cc2ncnc(NCc3cccs3)c2cc1OC	8	-2.4	1	0	0	-2	2	0.7	96	-0.9
CCC(CC)NC(=O)c1ccc(NS(=O)(=O)c2ccc3[nH]c(=O)[nH]c3c2)cc1	2	-2.3	2	-1	1	2	0	2.9	97	0.4
Cc1ccc2ccccc2c1C(O)c1ncc(-c2cccc(C(F)(F)F)c2)[nH]1 (stereo not drawn)	3	0.9	1	-4	-18	-6	-2	0.7	98	6.5
CCCCOCCCNC(=O)c1ccc(OC)cc1	3	1.7	-2	2	-7	0	2	-0.2	99	0.6
Cc1ccc(-c2nnc(SCC(=O)Nc3ccccc3N3CCOCC3)o2)cc1	1	-2.8	0	-2	-4	-1	0	0.0	104	-0.2
Cc1cnc(C)c(Nc2nc(C(N)Cc3ccc(Cl)cc3)cs2)n1 (stereo not drawn)	1	1.0	10	1	-4	0	-2	2.1	88	-4.0
COc1ccccc1CC(=O)N1CCN(S(=O)(=O)c2ccccc2F)CC1	-1	-0.3	4	-2	-4	5	3	-0.1	99	4.3
OCCN(Cc1ccccc1)Cc1ncccc1O	-8	-1.1	-2	-4	-1	-7	1	0.0	99	2.3
Cc1cc(Br)cc2c(C(=O)NCC3CCCO3)cc(-c3ccccc3)nc12 (stereo not drawn)	14	0.6	6	3	-1	-9	5	-0.3	92	0.2
Fc1ccc(-n2cc(CNCCc3ccccn3)c(-c3ccccc3Cl)n2)cc1	9	-1.1	4	-6	-4	9	-2	0.4	95	-0.5
Cc1nc2ccc(NC(=O)c3ccc([N+](=O)[O-])cc3[N+](=O)[O-])cc2s1	8	-3.0	0	2	-5	-3	5	0.5	102	-0.7
COCCNC(=O)CCn1nc(-c2ccc(C)cc2)ccc1=O	1	-0.9	2	-1	2	-1	2	0.0	97	-0.5
NC(=O)CSc1nnc(NC(=O)C2CC(=O)N(c3ccc(F)cc3)C2)s1 (stereo not drawn)	-4	-0.6	10	8	2	-12	0	-0.2	89	-0.4
O=C(Nc1cccc(Cl)c1Cl)c1ccco1	0	1.0	-2	-1	-4	-3	-1	-0.3	97	1.3
c1ccc(C2=Nc3ccccc3OC2)cc1	8	-1.6	-2	-1	-6	-10	-1	3.4	91	0.2
O=C(NC1CCCC1)c1cc(Cl)ccc1[N+](=O)[O-]	2	0.4	6	0	2	2	1	-0.2	97	2.5
O=CNc1cc(-c2cccc(F)c2)cn2c(-c3ccc(F)c(Cl)c3)cnc12	10	5.9	4	3	6	1	2	-0.1	109	1.2
CCOC(=O)CN(C(=O)CSc1nnc(CNc2ccc(C)cc2C)n1CC)c1ccccc1	15	-1.2	1	-2	4	6	-2	0.1	95	-0.8
CC(=O)Nc1ccc(NC(=O)C(C)OC(=O)c2ccccc2Sc2ccccc2C#N)cc1 (stereo not drawn)	26	-1.7	-1	-3	14	7	0	-0.1	100	-0.7
Nc1ccnn1Cc1cccs1	7	-2.9	-1	-2	-1	-8	3	0.0	102	-0.9
CCn1cc(C2=NCCO2)c2ccccc21	6	0.9	-3	2	4	-11	1	0.0	94	2.5
NC(=O)c1ccc(NC(=O)COC(=O)/C=C/c2ccc3c(c2)OCO3)cc1	13	1.5	-4	1	-1	-9	3	-0.2	98	0.2
CCCCN(C)CCCN1C(=O)C2C(C(=O)Nc3cccc(OC)c3)C3C=CC2(O3)C1C(=O)NC1CCCCC1C (stereo not drawn)	2	-0.5	19	-1	10	1	-3	-0.1	95	-0.3
COc1cc(C(=S)N2CCOCC2)ccc1OC(=O)c1ccc(Br)cc1	0	-1.0	44	-2	-8	3	1	0.6	97	-0.3
CNC(=O)c1cc(S(=O)(=O)Nc2ccc3c(c2)OCO3)ccc1C	5	0.9	-8	0	2	2	-1	-0.2	93	-0.2
C/C=C/c1ccc(OCC(=O)OCC(=O)Nc2c(C)nn(-c3ccccc3)c2C)c(OC)c1	15	-0.3	3	-6	1	4	0	0.5	92	-0.4
C=CCn1c(Cc2c[nH]c3ccccc23)nnc1SCC(=O)NCc1ccccc1	15	2.8	1	-1	6	-1	-1	0.0	93	3.5
COC(CNC(=O)C(=O)Nc1ccc2c(c1)N(S(=O)(=O)c1cccs1)CCC2)OC	-3	-1.3	-2	-1	8	4	-1	-0.1	98	-0.2
O=C(C1CCN(c2nc(-c3ccccc3)nc3c2CCC3)CC1)N1CCCC1	1	-1.3	0	-3	2	2	-3	-0.3	100	-0.4
COc1ccc(NC(=O)CCCNC(=O)c2ccc(Cl)cc2)cc1S(=O)(=O)N1CCOCC1	0	-1.8	4	15*	-2	3	0	0.5	98	2.3
c1ccc(-c2nnc(SCc3nnc(-c4cccs4)o3)o2)cc1	7	0.7	4	-3	-4	3	1	0.4	98	-2.0
CSCCC(NS(=O)(=O)c1ccc(Cl)c(Cl)c1)C(=O)O (stereo not drawn)	-5	-0.9	1	3	4	0	0	-0.3	97	0.0
CCN(CC(=O)NCc1ccc(Cl)cc1)C(=O)c1cnc(Cl)c(Cl)c1	11	-0.8	12	2	-2	-2	2	0.1	97	-0.5
Cn1c(=O)c2c(nc(N/N=C/c3ccc(OC(=O)c4ccco4)cc3)n2Cc2ccc(F)cc2)n(C)c1=O	4	3.7	-5	-1	27	1	12	0.5	91	-2.4
CCOC(=O)C(NC(=O)Nc1ccc(C(N)=O)cc1)(c1ccccc1)C(F)(F)F (stereo not drawn)	-2	-0.9	6	-1	6	0	0	-0.2	96	0.7
COc1cc(C2C(C#N)=C(N)Oc3n[nH]c(-c4cccnc4)c32)cc(Br)c1O (stereo not drawn)	5	-1.5	-3	-1	7	-44	1	0.0	101	-1.1

(next part)
SMILES	MC4R antag cAMP	MC4R barr agon	Granule exo inh	m5-HT2A agonist	H9c2 protect	ABHD5 PLIN5 PPI	Glyco luc inh	aDG glyco act	ABCB6 inh 2	iPSC survival up
O=c1oc2ccccc2nc1/C=C(\O)c1ccccc1	-5	-0.5	0	2	-13	-4	-2	0.6	105	-0.6
COC(=O)c1ccc(COC(=O)C2CCN(S(=O)(=O)c3ccc(C)c(C)c3)CC2)o1	-2	-0.6	0	-7	5	1	0	0.0	92	-0.4
COc1cc2c(cc1OC)CN(C(=O)CC1CC3CCC1C3)CC2 (stereo not drawn)	1	-1.7	7	2	-5	6	1	0.0	100	-0.3
C=C1C(=O)O[C@H]2[C@H]1[C@H](OC(=O)/C(C)=C\C)C[C@]1(CO1)[C@@H]1[C@H](OC(C)=O)C=C(C)[C@]21O	0	-0.3	5	-2	11	25*	11	0.7	94	-2.0
NC(=O)C1CCN(C(=S)NC2CC3C=CC2C3)CC1 (stereo not drawn)	-3	-2.0	-2	-2	2	2	2	0.0	97	2.6
O=C(CN1CCN(C(=O)c2ccco2)CC1)Nc1c2c(nc3c1CCC3)CCCC2	13	-0.5	2	-6	21	-2	-1	0.5	86	4.2

Record cards (already shown). Values in the order: MC4R antag cAMP, MC4R barr agon, Granule exo inh, m5-HT2A agonist, H9c2 protect, ABHD5 PLIN5 PPI, Glyco luc inh, aDG glyco act, ABCB6 inh 2, iPSC survival up
COc1cc2c(cc1OC)CN(C(=O)CC1CC3CCC1C3)CC2 (stereo not drawn) across the screens: 1, -1.7, 7, 2, -5, 6, 1, 0.0, 100, -0.3
O=c1oc2ccccc2nc1/C=C(\O)c1ccccc1 across the screens: -5, -0.5, 0, 2, -13, -4, -2, 0.6, 105, -0.6
C=C1C(=O)O[C@H]2[C@H]1[C@H](OC(=O)/C(C)=C\C)C[C@]1(CO1)[C@@H]1[C@H](OC(C)=O)C=C(C)[C@]21O across the screens: 0, -0.3, 5, -2, 11, 25*, 11, 0.7, 94, -2.0

From PubChem
